L929 necroptosis: inhibitors of zVAD-triggered necroptosis, primary screen, L929 cells; AID 1377, 2008; 220,000 tested, 0.38% active; L929 zVAD necroptosis rescue, ATP luminescence, 24 h; with zVAD 60 µM; viability rescue, % at 10 µM;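 active = activation, scaled between plate controls, above about 75%, limit read from the data; inactive = activation under that limit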;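 also: 0% = zVAD with DMSO and 100% = DMSO alone without zVAD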
EP2 antag: human EP2 receptor antagonists, primary screen, TR-FRET cAMP, C6 glioma cells | Prostaglandin E2 receptor EP2 subtype (Homo sapiens), P43116 | C6 glioma cells expressing human EP2; cells stimulated with saturating PGE2 | inhibition, % at 25 µM | 260,000 tested, 0.52% active | AID 1422, 2008;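 active = percent inhibition above 40 after rounding to a whole number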;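 also: rat C6 glioma host cells with rolipram phosphodiesterase inhibitor present; the protocol text gives 20 µM as final concentration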
Target sequence (P43116 whole entry, looked up): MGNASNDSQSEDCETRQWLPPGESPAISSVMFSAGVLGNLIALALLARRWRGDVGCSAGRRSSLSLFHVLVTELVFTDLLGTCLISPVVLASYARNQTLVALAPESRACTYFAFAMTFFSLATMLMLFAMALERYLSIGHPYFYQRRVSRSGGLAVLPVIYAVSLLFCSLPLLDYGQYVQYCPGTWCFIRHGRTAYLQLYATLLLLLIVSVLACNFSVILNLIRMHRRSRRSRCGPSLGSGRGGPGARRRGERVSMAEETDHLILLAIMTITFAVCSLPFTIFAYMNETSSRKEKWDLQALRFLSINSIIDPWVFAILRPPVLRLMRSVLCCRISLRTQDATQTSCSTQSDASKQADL
Hck Nef HTS: inhibitors of Nef-activated human Hck kinase, primary screen, biochemical, Z-Lyte FRET, 384-well, Hck-YEEI; AID 463187, 2010; Tyrosine-protein kinase HCK (Homo sapiens), P08631; Recombinant Hck-YEEI plus Nef, Z-Lyte FRET kinase assay; 220,000 tested, 0.68% active; inhibition, % at 20 µM;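 active = Hck-Nef kinase inhibition above about 50%, limit read from the data; inactive = inhibition below that limit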;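 also: 0% = DMSO with Hck plus Nef and 100% = Hck alone without Nef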
Runt-CBFb FRET: inhibitors of RUNX1 Runt–CBFb binding, primary screen, biochemical, FRET, Cerulean-Runt, Venus-CBFb, uHTS | Runt-related transcription factor 1 (Homo sapiens) + Core-binding factor subunit beta … | Cerulean-Runt/Venus-CBFb FRET ratio 530/480, 1 h | inhibition, % at 20 µM | 220,000 tested, 0.46% active;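 active = inhibition over about 50% at 20 µM in the single-dose screen, limit read from the data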;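 also: 0% = DMSO wells and 100% = excess unlabeled CBFb competitor control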
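System: Cerulean-labeled Runt domain protein | Quantity: 100 nM of each labeled protein | Schedule: 1 h compound exposure, room temperature | Detection: Fluorescence energy transfer, 422 nm excitation, 530/480 nm emission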
TNF necrop inh: inhibitors of TNF-alpha triggered necroptosis, primary screen, cell-based, Jurkat FADD-/-, single concentration; Jurkat FADD-/- TNF necroptosis rescue, ATP luminescence, 24 h; 0 = TNF only, 100 = no-TNF cells; activation (protection from cell death), % at 10 µM; 220,000 tested, 0.068% active; AID 463075, 2010;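 active = activation, meaning protection from cell death, of at least 50% relative to plate controls; inactive = activation below 50%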;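 also: necroptosis triggered by 40 ng/mL TNF-alpha added together with compound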
RBBP9 inh: human RBBP9 inhibitors, primary screen, biochemical, fluorescence polarization, FP-Rh probe, HTS. Serine hydrolase RBBP9 (Homo sapiens), O75884. recombinant RBBP9. inhibition, % at 7.94 µM. 220,000 tested, 0.2% active. AID 1515, 2009;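 active = inhibition above the campaign mean of all tested compounds plus 3 SD, cut at about 14% in these data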;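 also: plate controls were DMSO wells with RBBP9 for no effect and wells lacking RBBP9 protein for full effect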
Target sequence (O75884 whole entry, looked up): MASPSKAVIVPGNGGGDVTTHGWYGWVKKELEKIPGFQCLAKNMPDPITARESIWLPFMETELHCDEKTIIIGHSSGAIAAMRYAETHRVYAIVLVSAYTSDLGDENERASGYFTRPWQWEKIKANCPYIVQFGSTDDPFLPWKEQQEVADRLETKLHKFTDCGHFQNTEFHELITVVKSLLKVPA
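System: RBBP9 protein / Quantity: 2.5 µM RBBP9 dispensing solution, before mixing / Also added: Serine-hydrolase probe FP-Rh, 375 nM pre-mixing / Dosing: 7.94 µM single dose, 0.794% DMSO / Timing: enzyme-compound preincubation 30 min, then probe labeling 45 min, 25 °C / Signal: FP readout at 525/598 nm / Controls: DMSO-treated enzyme wells and wells lacking RBBP9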
EP2 modulator: EP2 receptor modulators, cAMP readout, primary screen, cell-based, HTRF cAMP, PGE2 stimulation. Prostaglandin E2 receptor EP2 subtype (Homo sapiens), P43116. EP2-expressing cells, cAMP HTRF FRET, PGE2 co-stimulation. induction, % at 25 µM. 260,000 tested, 0.83% active. AID 940, 2007;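 active = compounds whose cAMP rise, as percent of the full-agonist control response, exceeds 60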;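 also: rat C6 glioma line stably carrying human EP2 under a CMV promoter; the protocol text gives 20 µM as final concentration; 100% = response of wells given 1 µM PGE2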
PERK inhibitor: block of dimerizer-induced PERK translation repression, primary screen, PERK inhibitor project, CHO PERK-DD cells, SEAP luminescence, HTS | Eukaryotic translation initiation factor 2-alpha kinase 3 (Homo sapiens), Q9NZJ5 | CHO PERK-DD fusion, SEAP luminescence translation reporter | inhibition, % at 5.6 µM | 220,000 tested, 0.17% active | AID 1416, 2008;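 active = inhibition above the mean inhibition of all tested compounds plus 3 SD, set separately per screening campaign, cut at about 2.9% in these data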;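 also: PERK kinase domain activated by AP20187 dimerizer at 100 nM; 0% = DMSO with dimerizer and 100% = rapamycin at 8.4 µM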
Runt-SMMHC FRET: inhibitors of RUNX1 Runt–CBFb-SMMHC binding, primary screen, biochemical, FRET, Cerulean-Runt, Venus-CBFb-SMMHC, uHTS. Runt-related transcription factor 1 (Homo sapiens) + Core-binding factor subunit beta …. Cerulean-Runt/Venus-CBFb-SMMHC FRET ratio 530/480, 1 h. inhibition, % at 20 µM. 220,000 tested, 0.74% active;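 active = mean inhibition across duplicate retests at 20 µM reaching about 50%, limit read from the data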;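 also: 0% = DMSO wells and 100% = wells with excess untagged CBFb-SMMHC; inhibitors lower the FRET ratio by blocking Runt binding to CBFb-SMMHC; some results filed as inactive read as strong as hits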
Active calls of the source: *; nt = no result given; & = joins results of further samples. The list is partial; rates above refer to the full screens.

Order of values: L929 necroptosis, EP2 antag, Hck Nef HTS, Runt-CBFb FRET, TNF necrop inh, RBBP9 inh, EP2 modulator, PERK inhibitor, Runt-SMMHC FRET
> COc1ccc(C2N(c3cc(Cl)ccc3OC)C(=O)C3CCCN32)c(OC)c1 (stereo not given)
→ 0.1, 10, 2, 3, 0.7, -13, 15, -0.3, -1
> c1ccc(Oc2nc(NCc3ccco3)nc(NCc3ccco3)n2)cc1
→ -0.1, 4, 0, 1, 0.9, 4, 46, -0.9, -4
> COc1ccc(NCc2nnc(SCC(=O)Nc3cc(C(F)(F)F)ccc3Cl)o2)cc1
→ 0.5, 3, 6, 3, -1.8, -9, 16, -0.6, 2
> Cc1ccccc1C(C(=O)NC1CCCC1)N(C(=O)Cc1cccs1)c1ccc2c(c1)OCCO2 (stereo not given)
→ -0.3, 9, 0, nt, -10, -8, 34, -0.9, -3
> CC1(c2nnc(-c3ccccc3)o2)CC(c2ccc(F)cc2)=NO1 (stereo not given)
→ -0.2, 16, 21, 3, 7.5, nt, -22, nt, -2
> NC(=O)NOCc1ccccc1
→ 1.3, 5, 11, 1, 1.8, 3, 7, 1.0, -5
> CN(C)S(=O)(=O)c1ccc(Cl)c(NC(=O)c2ccncc2)c1
→ 0.1, 7, 2, -1, 1.2, -3, 17, 0.6, 6
> COCC(C)NC(=O)c1cc2cc(OC)ccc2[nH]1 (stereo not given)
→ -0.3, 10, -15, 0, -1.6, -4, -31, -0.7, 0
> Cc1ccc(CN2C(=O)CCC2C(=O)NC2CCCC2)cc1 (stereo not given)
→ -0.6, 3, 8, 0, -0.6, 4, 23, 0.7, 3
> CC(C)(C)NCC(O)COCc1ccc(Cl)cc1 (stereo not given)
→ -0.5, 8, -2, 0, 0.6, -8, 6, -1.3, 21
> O=c1c2ccccc2nc2n1CCC2
→ 0.8, 9, 0, -18, 0.0, 13, -9, 1.6, -90
> CC1CC(C(F)(F)C(F)(F)F)n2nc(C(=O)O)cc2N1 (stereo not given)
→ 2.6, nt, -9, 0, 0.9, -6, 18, -1.1, -3
> C#CCNC(=O)c1cccn1-c1ncc(C(F)(F)F)cc1Cl
→ -0.5, 4, 15, 3, 0.0, -6, 1, 0.3, -1
> CCOC(=O)N1CCC(c2nc(C)sc2C(=O)O)CC1
→ 1.6, 5, 9, 1, 0.3, -7, 17, 1.6, -8
> CC(C)C(=O)NNC(=O)CC(=O)Nc1ccccc1C(=O)O
→ 1.2, 5, 7, 0, 1.7, -3, 12, 1.2, -1
> O=C(COc1ccc(S(=O)(=O)NC2CCCCC2)cc1Cl)NCc1cccnc1
→ 0.2, 9, 1, 3, -3.0, 10, 5, -0.2, 0
> COc1ccccc1C(=O)NCCC(=O)Nc1cccnc1
→ 0.7, 8, 4, 1, 2.5, -8, 10, -0.1, 1
> Cc1ccc(-n2nc(C)cc2NC(=O)c2ccc(C)s2)cc1
→ -0.3, 11, 2, 2, 0.1, -9, -10, -0.2, -6
> CCn1c(SCC(=O)c2[nH]c(C)c(C(C)=O)c2C)nnc1-c1cccs1
→ 0.2, 8, 3, -2, -5.0, -3, -10, 0.4, 1
> CC(C)c1ccc(O)c(N)c1
→ 1.1, 2, 0, 10, 1.4, -5, 1, 0.2, 14
> N=C(N=C(N)N)N1CCc2ccccc21
→ 3.3, 15, 16, -1, -0.2, -1, 5, -0.5, -3
> Cc1ccccc1CSCc1nc2ccccc2[nH]1
→ 1.9, 6, 2, 1, 0.4, -5, -10, -0.5, -4
> O=C(Nc1ccc(N2CCN(C(=O)c3ccccc3F)CC2)cc1)c1ncn[nH]1
→ 16, 5, 25, 1, 2.7, -1, -12, 0.1, -1
> COC(=O)c1ccc(CS(=O)(=O)c2ccccc2C)o1
→ -0.9, 5, 0, nt, -0.6, -5, 28, 0.2, nt
> Cc1cc(CN(C)Cc2c(C(=O)N3CCCCCCC3)nc3ccc(Cl)cn23)n[nH]1
→ 0.0, 8, 12, 1, 1.1, -1, -17, 0.5, 0
> CCCn1c(=O)c2c(C(=O)OCC)cc(-c3ccco3)nc2n(CCC)c1=O
→ -0.7, nt, 4, -1, -4.2, -1, 34, 1.9, 2
> COc1ccc(NC(=O)C2CCCCN2S(=O)(=O)c2ccc(F)cc2)c(OC)c1 (stereo not given)
→ 0.0, 9, 0, -1, -1.4, -1, -6, -0.8, 0
> CN(C)c1ccc(C2N(C(=O)N3CCOCC3)CCN2S(=O)(=O)c2ccccc2)cc1 (stereo not given)
→ 1.0, 3, 8, 0, 0.3, -11, 0, 2.3, 0
> O=C(CCl)Nc1ccc2c(c1)OCO2
→ 46, 3, -8, 0, 8.9, -3, 6, 1.5, -2
> O=C(O)CCC(=O)Nc1ccc(C(=O)N2CCCCC2)cc1
→ 0.2, 14&-1, 1, 0, -0.5, -3, 16&18, 1.0, 3

Some entries already given, limited to EP2 antag and RBBP9 inh:
compound | EP2 antag | RBBP9 inh
COc1ccc(C2N(c3cc(Cl)ccc3OC)C(=O)C3CCCN32)c(OC)c1 (stereo not given) | 10 | -13
Cc1ccccc1CSCc1nc2ccccc2[nH]1 | 6 | -5
O=C(Nc1ccc(N2CCN(C(=O)c3ccccc3F)CC2)cc1)c1ncn[nH]1 | 5 | -1
CC(C)C(=O)NNC(=O)CC(=O)Nc1ccccc1C(=O)O | 5 | -3

Next part:
Compound	L929 necroptosis	EP2 antag	Hck Nef HTS	Runt-CBFb FRET	TNF necrop inh	RBBP9 inh	EP2 modulator	PERK inhibitor	Runt-SMMHC FRET
CCOC(=O)/C(C#N)=C/C1=C(N2CCCC2)CC(C)(C)OC1	-0.3	14	1	7	-0.2	-3	-1	-2.1	11
Cc1ccccc1Cn1cc(NC(=O)c2noc3c2CC(C(C)(C)C)CC3)cn1 (stereo not given)	1.2	10	-18	-7	-1.2	-12	32	-1.4	-7
CSc1nc(C)c(Oc2ccccc2)c(=O)n1C	0.4	14	6	0	-2.2	-1	13	-0.2	-2
Cc1ccc(C(C)C)c(OCC(O)CN2CCOCC2)c1 (stereo not given)	0.2	7	0	-2	0.5	-7	4	-0.2	1
CC(C)(C)c1cc(NC(=O)c2cccnc2)no1	0.2	3	-5	0	-1.2	1	16	1.3	-1
C=C(C)C(=O)Nc1cccc(C2=NOC3(C2)C[C@@H](C(N)=O)N(C(=O)c2cc([N+](=O)[O-])cc([N+](=O)[O-])c2)C3)c1 (stereo not given in full)	0.5	10	37	1	2.4	nt	7	nt	5
CN(C)c1ncc(S(=O)(=O)c2ccccc2)c(N)n1	1.2	10	1	1	0.3	4	28	1.8	-10
O=C1/C(=C/c2ccc(F)cc2)SC(=S)N1N1CCOCC1	1.0	2	13	4	1.1	-1	-7	0.3	-4
CCCc1nc(-c2cc3cc(C)ccc3[nH]c2=O)no1	0.4	7	2	-5	2.5	12	-5	1.3	2
COc1cccc(/C=C2\SC(=S)N(NC(=O)c3ccncc3)C2=O)c1	3.3	7	26	nt	1.1	-3	27	0.5	nt
O=c1[nH]c(=S)[nH]cc1Oc1ccc(Cl)cc1Cl	-0.2	19	3	2	2.0	3	57	0.2	-2
O=C(/C=C/NNC(=O)c1ccccc1)c1ccc([N+](=O)[O-])cc1	69	7	16	1	-5.9	-2	-14	-0.4	0
COc1cc(NC(=O)c2cccc(C)c2)c(OC)cc1NC(=O)CN1CCCCC1	37	3	21	nt	1.8	-6	18	-0.1	nt
Cc1cccc(NC(=O)C2CCCN(C(=O)Nc3ccccc3)C2)c1C (stereo not given)	-0.2	6	1	0	-0.5	-8	11	0.5	0
COc1ccc(NC(=O)C(c2cc3c(cc2[N+](=O)[O-])OCO3)N(C)Cc2ccccc2)cc1 (stereo not given)	1.2	3	0	3	2.9	1	-59	-0.6	8
CCOc1cccc2sc(Nc3nc4ccc(NC(C)=O)cc4s3)nc12	2.4	12	9	0	1.3	-8	-76	-0.1	5
CC(C)(C)N1CC(c2nc3ccccc3n2Cc2ccc(F)cc2)CC1=O (stereo not given)	-1.0	15	0	1	-1.1	6	-5	-2.7	-2

Screening data: PubChem BioAssay, several laboratories
